Tau fibril FP = qHTS for Inhibitors of Tau Fibril Formation, Fluorescence Polarization; 280,000 tested, 0.39% active; K18 P301L tau heparin fibrillization, Alexa594 FP, 6 h; Microtubule-associated protein tau (Homo sapiens), P10636; Potency, µM (titrated, usually from 57.7 µM), inactives show top-dose activity, negative = inhibition, hits mostly inhibitors; note: % is set by controls: 0 for no effect and ±100 for the full control effect; nearly all actives have a fitted effect of over 55% in size
Target sequence (P10636 561-689 P618L limits assumed): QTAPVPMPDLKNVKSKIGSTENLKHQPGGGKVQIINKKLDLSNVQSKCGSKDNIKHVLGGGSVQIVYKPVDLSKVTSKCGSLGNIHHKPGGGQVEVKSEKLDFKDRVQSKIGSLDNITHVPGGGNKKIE
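K18 P301L tau (15 uM unlabeled/0.24 uM Alexa 594-labeled, final) + compound + heparin 20 uM final; 100 mM NaOAc pH 7; 6 hr 37 C; ThT 30 uM final added, 1 hr RT; FP ex 555/em 632 nm.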
Tau fibril ThT = qHTS for Inhibitors of Tau Fibril Formation, Thioflavin T Binding | recombinant tau K18 P301L, heparin-induced fibrillization, ThT fluorescence | Potency, µM (highest dose often 57.4 µM), without a hit: at the top dose activity, negative = inhibition, hits mostly inhibitors | 270,000 tested, 2.1% active; note: % is set by controls: 0 for no effect and ±100 for the full control effect; nearly all actives have a fitted effect of over 55% in size
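Tau K18 P301L fragment (15 uM unlabeled plus 0.24 uM Alexa 594-labeled) in 100 mM sodium acetate pH 7 with compound, fibrillization induced by 20 uM heparin for 6 hr at 37 C. Thioflavin T (30 uM) added, fluorescence read after 1 hr (ex 450, em 510 nm).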
GAA inh = qHTS Assay for Inhibitors of Human alpha-Glucosidase as a Potential Chaperone Treatment of Pompe Disease; Lysosomal alpha-glucosidase (Homo sapiens), P10253; purified human GAA, 4-MU-alpha-glucoside fluorescence; Potency, µM (doses to about 76.9 µM), for the others: at the top dose activity change, negative = inhibition, most hits filed as inhibitors; 200,000 tested, 0.005% active; AID 1466, 2008;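 note: plate controls were uninhibited enzyme wells for no effect and no-enzyme background for full effect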
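AC50 values come from Hill fits of compound titrations (up to 77 uM) against 4 nM human enzyme. Substrate 4-methylumbelliferyl-alpha-D-pyranoside at 400 uM, pH 5.0 citrate buffer, 20 min room temperature; fluorescence Ex 365/Em 440 after alkaline stop.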
Tau fluor counter = Counterscreen qHTS for Inhibitors of Tau Fibril Formation, Fluorescence Polarization. tau K18 P301L Alexa594 fluorescence, heparin fibrillization. 280,000 tested, 0.93% active. Potency, µM (series often up to 57.7 µM), inactives show at the highest dose activity change, negative = decrease. AID 1463, 2008; note: % is set by controls: 0 for no effect and ±100 for the full control effect; nearly all actives have a fitted effect of over 55% in size
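Human tau K18 P301L (15 uM unlabeled, 0.24 uM Alexa 594-labeled) in 100 mM sodium acetate pH 7 with 20 uM heparin, 6 hr at 37 C. ThT 30 uM added, 1 hr ambient; Alexa 594 FP and total fluorescence read at 555/632 nm.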
aGlu spleen mod = qHTS Assay for Inhibitors and Activators of Human alpha-Glucosidase From Spleen Homogenate | Lysosomal alpha-glucosidase (Homo sapiens), P10253 | human spleen homogenate, 4-MU-alpha-glucoside fluorescence | Potency, µM (titrated, usually from 79.9 µM), for inactives: at the top dose activity change, negative = inhibition, actives largely listed as inhibitors | 240,000 tested, 0.006% active;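 note: 0% = enzyme with vehicle and -100% = no enzyme basal signal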
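Human spleen homogenate (1 ug) with 4-methylumbelliferyl-alpha-D-glucopyranoside (1 mM final) in 50 mM citrate/phosphate pH 5.0, 0.01% Tween-20; 40 min at 37 C. Stopped at pH 10; 4-MU fluorescence Ex 365/Em 440 nm; AC50 by Hill fit.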
GAA glycogen mod = qHTS Assay for Inhibitors and Activators of Human alpha-Glucosidase Cleavage of Glycogen; 300,000 tested, 0.38% active; recombinant GAA, glycogen substrate, Amplex Red glucose oxidase fluorescence; Potency, µM (top dose mostly 76.4 µM), inactives show top-dose activity change, negative = inhibition, hits mostly inhibitors; AID 2100, 2009; Lysosomal alpha-glucosidase (Homo sapiens), P10253;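 note: 0% = full enzyme reaction and -100% = no-enzyme basal signal; the screen sought inhibitors and activators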
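qHTS, 1536-well; enzyme 4 nM final; cpd up to 77 uM; substrate bovine liver glycogen 30 ug; 50 mM citrate/phosphate pH 5.0, 0.01% Tween-20; 37 C, 40 min; Amplex Red detection 45 min RT; Hill fit → AC50.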
HTT ATP protect = qHTS Multiplex Assay to Identify Dual Action Probes in a Cell Model of Huntington: Cytoprotection (ATP) | 230,000 tested, 0.14% active | Potency, µM (doses to about 56.4 µM), inactives show cytoprotection (ATP increase), hits mostly activators | PC12 HTT-Q103 induced, cytoprotection, ATP luminescence, 40 h | AID 1471, 2008;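 note: % of control where 0% means no effect; nearly all actives have a fitted effect of over 45% in size; toxic huntingtin expression switched on by the ecdysone agonist tebufenozide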
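Quantitative HTS on tebufenozide-induced (100 nM) PC12 cells expressing HTTQ103 exon 1–GFP; compounds tested as a concentration series; survival measured via cellular ATP.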
GLA spleen mod = qHTS Assay for Inhibitors and Activators of Human alpha-Galactosidase From Spleen Homogenate | Alpha-galactosidase A (Homo sapiens), P06280 | AID 2107, 2009 | 240,000 tested, 0.008% active | human spleen homogenate, 4MU-alpha-Gal fluorescence, 40 min | Potency, µM (series often up to 80 µM), without a hit: at the highest dose activity change, negative = inhibition, usual class: inhibitors;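 note: 0% = enzyme with vehicle and -100% = no enzyme basal signal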
Target sequence (P06280 32-429 limits assumed): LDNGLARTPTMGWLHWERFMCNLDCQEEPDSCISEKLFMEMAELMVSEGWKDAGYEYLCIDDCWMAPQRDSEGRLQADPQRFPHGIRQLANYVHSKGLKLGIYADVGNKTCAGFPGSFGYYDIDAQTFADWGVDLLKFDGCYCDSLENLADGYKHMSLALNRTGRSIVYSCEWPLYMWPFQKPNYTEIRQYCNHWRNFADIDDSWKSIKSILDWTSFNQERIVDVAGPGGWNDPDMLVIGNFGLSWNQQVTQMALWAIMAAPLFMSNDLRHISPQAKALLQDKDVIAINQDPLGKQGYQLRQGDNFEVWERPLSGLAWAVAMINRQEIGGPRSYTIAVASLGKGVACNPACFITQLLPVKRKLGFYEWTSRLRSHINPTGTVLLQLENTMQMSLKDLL
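Fluorogenic readout (Ex 365/Em 440 nm) of 4-methylumbelliferone released from 1 mM 4-MU-alpha-galactoside by spleen homogenate, 40 min at 37C, pH 5.0. Data normalized to no-enzyme and enzyme controls; Hill-equation AC50 from compound titrations.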
Numbers without * were called inactive; u = inconclusive; x = not tested or not shown; & = joins results of further samples; [ ] = dose if it differs, or a comment. Calls come from the whole dose curve; as a rule, active = well fitted curve in the direction sought with a large enough effect; inconclusive = small, poorly fitted or top-dose-only effect, or another doubt; inactive = no such curve, though single readings can be large; an effect the other way counts as inactive or inconclusive. Potency is the fitted concentration of half-maximal effect.

SMILES	Tau fibril FP	Tau fibril ThT	GAA inh	Tau fluor counter	aGlu spleen mod	GAA glycogen mod	HTT ATP protect	GLA spleen mod
Cc1nc2ccccc2c(=O)n1NC(=O)c1c(O)c2ccccc2n(C)c1=O	-3%	-2%	-3%	-2%	0%	4%	-4%	4%
Cc1cccc(CSc2nc3c(c(=O)[nH]2)CCC3)c1	5%&-2%	6%&-15%	0%	10%&-15%	0%	14%	-22%	-6%
CCN1C(=O)S/C(=C/c2ccc(Oc3ccc([N+](=O)[O-])cn3)c(OC)c2)C1=O	4%	-4%	3%	-1%	6%	9%	x	4%
COC(=O)C1=C(C)N(c2ccc(Cl)cc2)/C(=C/c2ccc(O)cc2)C1=O	4%	u	3%	-2%	3%	-6%	-4%[10 µM]	3%
O=C1NC(=O)C2(COC(c3cccnc3)OC2)S1 (stereo unspecified)	-9%	0%	-4%	0%	9%	6%	-1%[10 µM]	7%
O=C(c1ccccc1Br)N(Cc1ccco1)Cc1ccco1	1%	1%	x	1%	x	2%[76.3 µM]	x	x
O=c1[nH]c2cccc(Cl)c2n(CCNc2ncc(C(F)(F)F)cc2Cl)c1=O	-16%	-21%	-8%	-25%	-3%	-23%	-17%	0%
Cc1nnc(SC(C)C(=O)N2CCc3ccccc32)s1 (stereo unspecified)	8%	-8%	-11%	-2%	4%	3%	-17%	4%
COc1ccc(NC(=O)Nc2ccc(F)c(Cl)c2)cc1	u	-9%	0%	u	-14%	1%	-48%[inhibitor]	5%
Cc1ccc(N/N=C(\C#N)C(N)=S)c(C)c1	1%	-2%	3%	-5%	-4%	-10%	x	-3%
Cc1ccccc1NC(=O)Cc1nnc(N)s1	0%	0%	-5%[15.4 µM]	3%	6%	7%	10%[10 µM]	-10%
Cc1cc(C(=O)COc2ncnc3sccc23)c(C)n1C	5%	-15%	u	-6%	1%	6%	-35%	-3%
CCN1CCCC1Cn1c(-c2ccccc2)nc2c(NC3CCCCC3)nc(C)nc21 (stereo unspecified)	-1%	-8%	x	-6%	0%	x	-31%[inhibitor]	2%
O=C(CSc1nnc(CCCN2C(=O)c3cccc4cccc(c34)C2=O)n1-c1ccccc1)N1CCN(CCO)CC1	12%	-3%	-1%	-1%	-17%	-5%	22%[1.9 µM]	11%
Cc1sc(NC(=O)c2ccco2)c(C(c2ccccc2)N2CCC(C)CC2)c1C (stereo unspecified)	9%	-6%	-14%	-7%	x	-9%	u	1%
CCC(=O)Nc1cccc(NC(=O)CN2CCN(c3ccccc3OC)CC2)c1	u	0%	-3%	-8%	-3%	-5%	8%	-5%
CN1CCN(C(=O)/C=C/c2ccc(Cl)cc2)CC1	-3%	4%	6%	1%	1%	7%	-2%	0%
COc1ccc(NC(=O)COC(=O)/C=C/c2ccccc2[N+](=O)[O-])cc1OC	11%	u	2%	-29%	-6%	-3%	-13%[10 µM]	4%
Cc1nc2ccccc2c(=O)n1/N=C/c1cn(-c2ccccc2)nc1-c1cccs1	u	-11%	-7%	-28%	0%	-3%	-36%	0%
FC(F)(F)c1cccc(Cc2noc(CN3CCCCC3c3ccccn3)n2)c1 (stereo unspecified)	-3%	-6%	6%	-9%	1%	-13%	22%[10 µM]	-4%

One compound at a time, from the list above:
`COc1ccc(NC(=O)COC(=O)/C=C/c2ccccc2[N+](=O)[O-])cc1OC` is listed with Tau fibril FP: 11%; Tau fibril ThT: u; GAA inh: 2%; Tau fluor counter: -29%; aGlu spleen mod: -6%; GAA glycogen mod: -3%; HTT ATP protect: -13%[10 µM]; GLA spleen mod: 4%
`Cc1sc(NC(=O)c2ccco2)c(C(c2ccccc2)N2CCC(C)CC2)c1C` (stereo unspecified) is listed with Tau fibril FP: 9%; Tau fibril ThT: -6%; GAA inh: -14%; Tau fluor counter: -7%; aGlu spleen mod: x; GAA glycogen mod: -9%; HTT ATP protect: u; GLA spleen mod: 1%

(next part)
SMILES	Tau fibril FP	Tau fibril ThT	GAA inh	Tau fluor counter	aGlu spleen mod	GAA glycogen mod	HTT ATP protect	GLA spleen mod
O=S(=O)(Cc1ccccc1Cl)N1CCN(Cc2ccc3c(c2)OCO3)CC1	1%	-9%	-2%	-4%	-6%	-4%	-8%[0.074 µM]	-1%
O=C(NCCCN1CCC(Cc2ccccc2)CC1)C1CCN(S(=O)(=O)N2CCC3(CC2)OCCO3)CC1	2%	-10%	0%	-6%	0%	8%	-14%	1%
CC(=O)c1c(C)[nH]c(C(=O)COC(=O)c2ccc3c(=O)n4c(nc3c2)CCC4)c1C	-2%	u	7%	-4%	-3%	8%	12%[10 µM]	2%
Cc1cc2nnc(SCC(=O)Nc3ccc(F)c(Cl)c3)n2c2ccccc12	-6%	-2%	x	0%	x	-2%[76.3 µM]	x	x
CCOc1ccc(C(=O)Nc2ccc(-c3cc4ccccc4oc3=O)cc2)cc1Br	u	u	x	-4%	x	-4%[76.3 µM]	x	x
O=S(=O)(/N=C(/Nc1ccc(F)c(F)c1F)c1ccccc1)c1ccccc1	-7%	-4%	8%	-5%	8%	-7%	1%[10 µM]	8%
CC(=O)c1c(C)[nH]c(C(=O)COc2cc(C)cc(C)c2)c1C	-7%	-15%	-3%	-10%	1%	2%	8%	u
Cc1cc(NC(=O)c2ccccc2)sc1C	6%	u	-6%	-14%	-1%	u	-63%[inhibitor]	0%
CCCCCCCC/C=C\CCCCCCCC(=O)OC[C@H](CO)OC(C)=O	7%&1%	-13%&-17%	x	-6%&-10%	-1%&1%	x	-5%&-9%	-18%&-9%
Nc1nc(SCc2ccccc2)ns1	-13%	-10%	-10%	-4%	0%	1%	-7%	-4%
O=[N+]([O-])c1ccc(OCc2cn([C@@H](CO)c3ccccc3)nn2)c(Br)c1	4%	-14%	x	-30%	-1%	4%	2%[10 µM]	-3%
Nc1cc2nsnc2cc1Br	u	8.9µM*	1%	u	-8%	0%	6%	-18%
CCOc1ccccc1CN1CCN(CCCn2cccn2)CC1CCO (stereo unspecified)	0%	-1%	9%	2%	5%	3%	u	5%
COc1ccc(NC(=O)C(c2ccc(OC)cc2)N(C)C(=O)CNC(C)=O)cc1 (stereo unspecified)	-1%	1%	-4%	0%	1%	0%	-7%	7%
COc1ccccc1N1CCN(C(=O)c2cc3c(=O)oc4ccccc4c3s2)CC1	-11%	-7%	x	-10%	x	5%[76.3 µM]	x	x
COc1ccccc1OCCC(=O)N1CCN(c2ccccc2OC)CC1	2%	-2%	x	8%	-1%	-5%	16%[10 µM]	-4%
CCOC(=O)C1CCN(C(=O)CN(Cc2ccc(Cl)cc2)S(C)(=O)=O)CC1	0%	2%	-5%	4%	-23%	-3%	-8%	-1%
O=C(NCCCn1ccnc1)c1ccccc1NS(=O)(=O)c1ccc(F)c(F)c1	5%	-6%	-13%	-2%	0%	3%	-14%	6%
CCc1ccccc1NC(=O)N1CCc2c([nH]c3ccccc23)C1c1ccc(C)cc1 (stereo unspecified)	-6%	-3%	x	-22%	x	7%[76.3 µM]	x	x
COc1cccc(/C=N/NC(=O)c2c(-c3ccccc3)noc2C)c1O	-1%	-3%	-7%	-11%	-4%	-4%	-68%[inhibitor][10 µM]	-6%
Cc1ccc(Nc2c3c(nc4ncnn24)CC(C)CC3)cc1 (stereo unspecified)	2%	-8%	u	7%	-18%	4%	-33%	2%
O=C(Nc1nnc(C2CC2)s1)c1cc2c(s1)CCCCCC2	3%	-9%	1%	-5%	-1%	6%	-22%	9%
OCCCNc1c2c(nc3cc(-c4ccc(Cl)cc4)nn13)CCC2	-2%	-16%	u	-25%	2%	-15%	10%[10 µM]	1%
COc1ccccc1/C=C(/C(=O)OCC(=O)Nc1cc(C)ccc1C)c1ccccc1	9%	0%	-3%	-3%	0%	12%	10%[10 µM]	-4%
COc1cccc(C2=NOC(C(=O)NCCCn3ccnc3)C2)c1 (stereo unspecified)	3%	2%	-11%	0%	-1%	10%	-10%	9%
CCOC(=O)C(Cc1ccccc1)C(=O)Nc1nccs1 (stereo unspecified)	-1%	1%	-2%	-6%	-21%	2%	-5%	-13%
O=S1(=O)NC2CCCCCN2c2ccc(F)cc21 (stereo unspecified)	1%	4%	13%	-1%	-1%	8%	17%[10 µM]	25%
COc1ccc(CC(=O)OCC(=O)NCc2ccccc2Cl)cc1OC	-1%	-1%	-9%	1%	-12%	-21%	-49%[inhibitor]	2%
COCCCNC(=O)COc1ccc(S(=O)(=O)Nc2ccccc2)cc1	3%	2%	-5%	0%	-2%	1%	1%	4%
N#CCC(=O)N/N=C/c1cn(Cc2ccccc2C#N)c2ccccc12	-10%	-13%	-8%[15.4 µM]	-15%	-2%	2%	17%[10 µM]	2%
COc1ccc(OC)c(-n2cnc3cc(C(=O)O)ccc32)c1	-11%	-4%	-2%	2%	-20%	-2%	-8%	9%
O=C(CN1C(=O)COc2ccccc21)N1CCc2ccccc2C1	-1%	-4%	-4%	-9%	1%	3%	29%[1.9 µM]	3%
CCC(=O)OC1=CN(Cc2ccccc2)S(=O)(=O)c2ccccc21	-4%	-9%	x	-12%	x	-13%[76.3 µM]	x	x
COC(=O)c1ccc(/C=N/OCC(=O)NC2CCCCCCC2)cc1	u	-15%	2%	-4%	-10%	4%	-4%	-10%

Screens from PubChem BioAssay.
